Screening data: PubChem BioAssay, The Scripps Research Institute Molecular Screening Center
CHRM5 antagonist = human M5 muscarinic receptor antagonists, primary screen, CHO cells, Fluo-8 calcium fluorescence; Muscarinic acetylcholine receptor M5 (Homo sapiens), P08912; CHO-hM5 cells, ACh EC80; inhibition, % at 3 µM; 0.59% of 360,000 active; AID 624040, 2012;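 active = inhibition above a per-plate cutoff, the mean of that plate's test compounds plus 3 SD, cut at about 27% in these data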;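 note: 0% = acetylcholine EC80 with DMSO and 100% = DMSO without agonist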
Target sequence (P08912 whole entry, looked up): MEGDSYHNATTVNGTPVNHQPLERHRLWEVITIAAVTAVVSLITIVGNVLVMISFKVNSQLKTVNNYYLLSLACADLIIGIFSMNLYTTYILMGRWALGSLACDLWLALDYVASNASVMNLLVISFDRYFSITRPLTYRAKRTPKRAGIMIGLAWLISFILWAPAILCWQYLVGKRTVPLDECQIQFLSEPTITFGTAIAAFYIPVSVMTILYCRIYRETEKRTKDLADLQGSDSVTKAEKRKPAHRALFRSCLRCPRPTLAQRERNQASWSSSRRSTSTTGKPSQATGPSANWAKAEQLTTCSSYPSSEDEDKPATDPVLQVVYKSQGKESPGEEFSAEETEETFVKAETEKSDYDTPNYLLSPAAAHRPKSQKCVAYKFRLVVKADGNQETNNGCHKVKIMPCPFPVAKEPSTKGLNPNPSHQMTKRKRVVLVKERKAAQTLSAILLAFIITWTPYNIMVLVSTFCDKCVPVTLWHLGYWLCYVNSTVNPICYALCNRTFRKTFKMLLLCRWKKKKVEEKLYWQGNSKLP
CHRM5 PAM = human M5 muscarinic receptor positive allosteric modulators, primary screen, CHO-K1 cells, Fluo-8 calcium fluorescence. Muscarinic acetylcholine receptor M5 (Homo sapiens), P08912. CHO-K1 hM5, ACh EC20 PAM; 0% = ACh EC20, 100% = ACh EC100. activation, % at 3 µM. 0.3% of 360,000 active;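 active = activation above the run cutoff, the mean activation of all test compounds plus 3 SD, cut at about 18% in these data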
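system = human M5 receptor in CHO-K1 cells | compound = one concentration, 3 µM final (nominal) | schedule = Post-acetylcholine fluorescence recording 140 s | signal = Fluo-8 calcium dye fluorescence, kinetic read | benchmarks = low control EC20 acetylcholine (0%), high control EC100 acetylcholine (100%) | repeats = singlicate, one well per test compound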
M4 antag = human M4 muscarinic receptor antagonists, primary screen, CHO cells, Fluo-8 calcium fluorescence. Muscarinic acetylcholine receptor M4 (Homo sapiens), P08173. CHO-hM4 cells, ACh EC80. inhibition, % at 3 µM. 0.73% of 360,000 active;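 active = inhibition above its plate's cutoff, the mean inhibition of sample wells plus 3 SD, cut at about 27% in these data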;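 note: 0% = acetylcholine EC80 with DMSO and 100% = DMSO without agonist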
Target sequence (P08173 whole entry, looked up): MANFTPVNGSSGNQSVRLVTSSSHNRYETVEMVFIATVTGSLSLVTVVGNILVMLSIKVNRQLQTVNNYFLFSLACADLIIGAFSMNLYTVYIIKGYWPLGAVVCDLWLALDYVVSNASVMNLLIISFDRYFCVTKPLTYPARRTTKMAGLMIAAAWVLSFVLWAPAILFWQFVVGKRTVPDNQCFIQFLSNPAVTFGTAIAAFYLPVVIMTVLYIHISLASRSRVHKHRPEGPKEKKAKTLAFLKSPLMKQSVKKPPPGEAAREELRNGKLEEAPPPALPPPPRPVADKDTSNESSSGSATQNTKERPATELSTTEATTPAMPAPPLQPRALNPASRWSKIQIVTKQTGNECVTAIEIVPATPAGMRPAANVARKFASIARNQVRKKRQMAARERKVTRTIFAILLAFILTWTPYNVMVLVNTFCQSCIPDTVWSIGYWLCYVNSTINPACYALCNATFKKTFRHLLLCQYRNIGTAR
CHO-K1 Ca PAM = nonselective calcium activators in parental CHO-K1 cells, primary screen, counter-screen for M1 PAM project, cell-based, Fluo-8 calcium fluorescence, full deck, 1536-well; ATP EC20; 0% at ATP EC20, 100% at ATP max; activation, % at 3 µM; 0.02% of 360,000 active;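 active = activation above the run cutoff, the mean activation of all test compounds plus 3 SD, cut at about 40% in these data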;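 note: peak over basal fluorescence ratio in a 140 s read after ATP addition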
CHO-K1 Ca ag = counter-screen for M1 agonists: effect in parental CHO-K1 cells; activation, % at 3 µM; 0.48% of 360,000 active; Fluo-8 calcium fluorescence; scaled to maximal ATP response, vehicle zero; AID 602248, 2012; in the data active = activation above about 15%;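 note: untransfected CHO-K1 host cells lacking M1 receptor as counterscreen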
CHRM5 agonist = human M5 muscarinic receptor agonists, primary screen, CHO-K1 cells, Fluo-8 calcium fluorescence; Muscarinic acetylcholine receptor M5 (Homo sapiens), P08912; CHO-K1 hM5 cells; 0% DMSO wells, 100% maximal acetylcholine response; activation, % at 3 µM; 0.19% of 360,000 active;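 active = activation above the run's mean over test compounds plus 3 SD, cut at about 23% in these data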;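 note: signal is peak over basal fluorescence ratio across the kinetic read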
CHRM4 agonist = human M4 muscarinic receptor agonists, primary screen, CHO-K1 cells, Fluo-8 calcium fluorescence; 0.14% of 360,000 active; activation, % at 3 µM; CHO-K1 hM4/Gqi5; vehicle 0%, full acetylcholine response 100%; Muscarinic acetylcholine receptor M4 (Homo sapiens), P08173;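 active = activation above the run mean over all test wells plus 3 SD, cut at about 32% in these data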;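 note: peak over basal fluorescence ratio per well then scaled between controls; 0% = DMSO wells and 100% = acetylcholine at EC100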
CHRM4 PAM = human M4 muscarinic receptor positive allosteric modulators, primary screen, CHO-K1 cells, Fluo-8 calcium fluorescence; Muscarinic acetylcholine receptor M4 (Homo sapiens), P08173; CHO-K1 hM4/Gqi5, ACh EC20; 0% = ACh EC20, 100% = maximal ACh; activation, % at 3 µM; 0.4% of 360,000 active; AID 624126, 2012;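 active = activation above its plate's cutoff, the mean activation of sample wells plus 3 SD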; note: some results filed as inactive read as strong as hits
CHO-K1 Ca antag = counter-screen for M1 antagonists: effect in parental CHO-K1 cells; 0.6% of 360,000 active; ATP-induced calcium, Fluo-8 fluorescence; inhibition, % at 3 µM; AID 602250;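 active = inhibition above a per-plate cutoff, the plate's mean sample inhibition plus 3 SD, cut at about 24% in these data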;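 note: 0% = DMSO plus EC80 ATP and 100% = DMSO alone without ATP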
Numbers without * were called inactive.

SMILES	CHRM5 antagonist	CHRM5 PAM	M4 antag	CHO-K1 Ca PAM	CHO-K1 Ca ag	CHRM5 agonist	CHRM4 agonist	CHRM4 PAM	CHO-K1 Ca antag
Cc1cc(Cl)ccc1NC(=O)COC(=O)c1c(C)noc1C	7	-5	9	23	-0.1	-1	1	0	7
COC(=O)c1sc(NC(=O)c2csc3c2CCCC3)nc1C	-4	3	11	6	-0.1	-5	-1	3	-14
COc1ccc(-c2csc(Nc3cccc(C)n3)n2)cc1OC	-8	5	-5	5	-0.1	0	0	-2	-4
COc1cc(NS(=O)(=O)c2ccc(NC(=O)COc3ccc(C)cc3)cc2)nc(OC)n1	5	-6	7	-1	-0.6	-2	0	-5	1
CC1=C(C(=O)N2CCCCCC2)CC(CC(=O)NCCCCc2ccccc2)C(=O)N1Cc1ccccc1 (centres undefined)	-5	3	0	1	2.5	-1	5	-8	-13
CC(=O)C1=C(O)C(=O)N(c2ccc(Br)cc2)C1c1cccc([N+](=O)[O-])c1 (centres undefined)	-9	16	-3	-8	0.0	7	0	4	7
CCO[C@@H]1OC(C(=O)O)=C[C@H](c2ccc(Br)cc2)[C@H]1CCCO	1	0	-12	18	0.5	1	1	14	-13
O=c1[nH]c(C2CCCN(S(=O)(=O)c3ccccc3)C2)nc2c1nnn2Cc1ccc(OC(F)(F)F)cc1 (centres undefined)	14	-6	0	-6	0.8	-3	0	-1	-9
O=S1(=O)CC(N2CCN(Cc3ccccc3F)CC2)CN1Cc1cn(Cc2cccc(C(F)(F)F)c2)nn1 (centres undefined)	-4	-3	-11	7	6.5	5	12	-8	-14
CCCNC(=O)C1(C)CCN(C(=O)c2ccccc2OC)C1 (centres undefined)	5	0	0	-11	0.6	3	1	7	19
NC(N)=N/N=C/c1ccc(OS(=O)(=O)c2ccccc2)cc1	0	-4	13	11	0.3	-11	2	-10	-2
CN(C)S(=O)(=O)c1cccc(COC(=O)c2ccc3c(c2)OCO3)c1	5	5	-7	-10	6.5	2	8	2	1
CC(=O)N1CCN(Cc2nc3cc(NS(C)(=O)=O)ccc3n2C)CC1	-1	6	4	3	0.1	1	2	0	-9
CC(/C=N/Nc1nnc2c(n1)[nH]c1ccccc12)=C\c1ccco1	-2	0	7	11	0.5	3	1	2	-16
ONC(=Nc1ccccc1Cl)c1ccccc1Cl	1	-4	1	10	1.2	-4	2	-3	-7
CC(C)(C)C(=O)NCCN1CCN(C(=O)C(C)(C)C)CC1	-8	-3	-11	0	-0.2	-1	0	0	-11
O=C1/C(=C/c2ccncc2)CCc2ccccc21	1	2	-4	17	1.4	-1	1	0	-9
COc1ccc(C(=O)NC(=S)N2CCNC(=O)C2)cc1Br	1	2	9	2	0.0	0	1	0	4
Cc1ccc(-c2nnc(CCC(=O)NCC3C4CC5CC(C4)CC3C5)o2)s1 (centres undefined)	13	0	7	7	-0.7	-2	0	2	-9
CCN(CC)C(=O)N1c2ccccc2C=Cc2ccccc21	-1	-9	4	19	0.7	-8	-3	-8	-6
COc1ccc(CNCc2cccc(Oc3ccccc3)c2)cc1	11	-13	1	-8	10	-5	13	-12	-5
O=C(NNC(=O)c1ccccc1O)c1ccc(NS(=O)(=O)c2ccc(F)c(F)c2)cc1	6	0	-12	18	1.2	1	0	10	-1
CN(CC(=O)Nc1ccc(F)cc1)C(=O)COC(=O)CNC(=O)c1ccc(Cl)cc1Cl	1	2	0	-5	2.5	1	1	4	6
O=C(O)c1cccc(NC(=O)c2cccc(S(=O)(=O)N3CCc4ccccc43)c2)c1	8	-2	8	-13	0.2	1	0	-1	1

Next part, starting with the last 5 of the part before.
SMILES	CHRM5 antagonist	CHRM5 PAM	M4 antag	CHO-K1 Ca PAM	CHO-K1 Ca ag	CHRM5 agonist	CHRM4 agonist	CHRM4 PAM	CHO-K1 Ca antag
CCN(CC)C(=O)N1c2ccccc2C=Cc2ccccc21	-1	-9	4	19	0.7	-8	-3	-8	-6
COc1ccc(CNCc2cccc(Oc3ccccc3)c2)cc1	11	-13	1	-8	10	-5	13	-12	-5
O=C(NNC(=O)c1ccccc1O)c1ccc(NS(=O)(=O)c2ccc(F)c(F)c2)cc1	6	0	-12	18	1.2	1	0	10	-1
CN(CC(=O)Nc1ccc(F)cc1)C(=O)COC(=O)CNC(=O)c1ccc(Cl)cc1Cl	1	2	0	-5	2.5	1	1	4	6
O=C(O)c1cccc(NC(=O)c2cccc(S(=O)(=O)N3CCc4ccccc43)c2)c1	8	-2	8	-13	0.2	1	0	-1	1
CC(=O)Nc1ccc(C2=NOC(C)(C)C(=O)N2Cc2cccc(C#N)c2)cc1	-2	-2	-11	12	1.1	1	5	4	-4
COC(=O)C1=C(C)NC(=O)C1(Nc1nccs1)C(F)(F)F (centres undefined)	5	-3	2	3	0.0	-1	0	3	9
COC(=O)CN(c1ccc(F)cc1)S(=O)(=O)c1ccccc1	-1	2	2	-3	-0.4	-2	0	5	0
COC(=O)COc1ccc(-n2cnnn2)cc1	-6	2	-9	19	1.1	-5	1	-1	-2
O=C1COc2ccc(C(=O)COC(=O)C3CCN(S(=O)(=O)c4cccs4)CC3)cc2N1	1	-5	-7	-5	2.7	6	11	7	7
COc1ccc(C2=NN(CC(=O)Nc3ccccc3C)C(=O)CC2)cc1	0	5	-8	18	0.8	0	2	7	-14
CCOC(=O)C1C(c2ccccc2)NC(=S)NC1(C)O (centres undefined)	2	6	-7	-1	0.3	-1	0	2	-6
CC(=O)N1C(=O)N(C(C)=O)C2C1N(C(C)=O)C(=O)N2C(C)=O (centres undefined)	-5	1	-2	22	0.6	-3	0	9	-5
O=C(CSc1ncccc1C(=O)O)NC1CCCCC1	-3	7	-6	-16	-0.1	-2	0	4	7
COC(=O)c1ccc(C)c(NC(=O)C2COc3ccccc3O2)c1 (centres undefined)	5	-6	-1	10	0.0	-2	1	-2	-6
Cc1cc(C)cc(NC(=O)Nc2cccnc2)c1	8	-2	-2	11	2.2	2	3	1	-2
CCC(CC)c1nnc(NC(=O)CCS(=O)(=O)Cc2ccccc2)s1	3	-3	-3	-2	0.1	-1	2	-1	-14
O=C1CCN(Cc2ccccc2)CCN1CCO	-7	7	-5	18	0.1	0	1	13	-15
COc1cccc(N(CC(=O)NC2CCCCCC2)S(=O)(=O)c2ccccc2)c1	7	-3	4	-1	-0.5	-4	0	-2	-4
CCOC(=O)N1CCC(NC(=S)Nc2ccc3nc(N4CCN(C)CC4)cc(C)c3c2)CC1	-3	0	18	0	-0.6	-2	-1	-23	-4
CCC(C)N(C(=O)COC(=O)c1nc(Cl)ccc1Cl)C1CCS(=O)(=O)C1 (centres undefined)	4	0	-10	10	1.6	2	1	12	-11
CCOc1ccc(N(C(=O)c2snc(C(N)=O)c2N)C(C(=O)NCC2CCCO2)c2c[nH]c3ccccc23)cc1 (centres undefined)	-5	1	6	10	0.6	1	2	-2	-22
CCOC(=O)CSc1nnc(Cc2ccccc2)n1CC1CCCO1 (centres undefined)	3	-4	16	-7	-0.1	-1	0	-8	5
Cc1ccc(Oc2ncccc2/C=N/OCc2ccc(Cl)cc2Cl)cc1	-6	2	-4	8	0.2	-1	0	4	-6
CCCCN1C(=O)C(CC(=O)NCCCN(C)C)CC(C(=O)N(CC)CC)=C1C (centres undefined)	-1	-3	-3	-3	0.3	0	0	-1	-4
O=c1[nH]n(-c2ccc(Cl)cc2)c(=O)c(Cl)c1Cl	-4	2	4	20	0.5	4	-1	0	-23
O=C(Nc1nnc(-c2ccccc2F)s1)c1cccnc1	-1	8	-3	11	0.4	2	0	18	-2
COc1ccc(CCN2C(=NC(=O)C(C)C)SC3CS(=O)(=O)CC32)cc1 (centres undefined)	10	-9	12	8	3.6	1	6	-19	-3
COc1ccc(N2CC(C(=O)N[C@@H](C)C(=O)NCCc3ccccc3)CC2=O)cc1 (some centres undefined)	-2	-1	0	-5	-0.1	-2	-2	1	-3
COc1ccc2nc(N3C(=O)CC(Cc4ccc(Cl)cc4)C3=O)sc2c1 (centres undefined)	-12	-1	-23	26	0.0	-3	0	1	-12
CCN(CC(=O)NCc1ccc(F)cc1)C(=O)c1cc2ccccc2o1	5	-2	-2	-1	0.9	-2	3	-2	-12
O=C(Nn1cnc2ccccc2c1=O)c1ccc(Cl)c([N+](=O)[O-])c1	6	0	-2	-1	0.1	-3	1	0	-7
Cc1nn(CC(=O)N2CCC(N3CCCCC3)CC2)c(=O)c2c1sc1ccccc12	-8	6	-1	19	-1.0	-1	0	2	21
COc1cc(NC(=O)c2ccc3nsnc3c2)cc(OC)c1OC	2	-4	-6	5	0.8	1	2	2	0
Cc1cc2c(cc1C)NC1=C(N2)OC(c2cccc(O)c2)C1=O (centres undefined)	-9	-2	-10	-1	2.2	-3	4	-3	-2
CCn1nc(CC(=O)Nc2ccc(-n3cnnn3)c(C)c2)c2ccccc2c1=O	0	1	7	16	0.5	-5	0	-1	-2
Cc1cc(-n2c(SCC(=O)NCc3cccs3)nc3n[nH]c(C)c3c2=N)ccc1Cl	-8	3	4	-1	-0.8	-1	-1	2	-6
Cc1nnc(SCc2ccccn2)n(N)c1=O	5	1	-11	10	0.2	0	0	15	-15
Cc1ccc(NC(=O)CSc2ccc3nnc(-c4ccccn4)n3n2)cc1	10	-3	-1	-10	0.6	-2	1	-3	0
COc1cc2c(cc1OC)CN(C1CCCN(Cc3cc(Cl)ccc3O)C1)CC2 (centres undefined)	10	-5	10	0	0.3	-10	1	-8	7
C=CCC(NC(C)c1ccccc1)c1ccco1 (centres undefined)	-3	1	7	22	-0.3	3	0	-3	-6
CN(Cc1ccc(Cl)cc1)C(=O)c1ccccc1SCC(=O)N1CCCC1	5	-4	-4	-24	0.5	0	2	-1	5
COCCCn1c(=O)cc(C)[nH]c1=S	-7	12	-15	-4	0.1	2	1	10	4
Cn1cc(Cc2ccc(C(=O)N3CCCCC3)cn2)c2ccccc21	-9	2	-9	13	0.8	0	3	5	-7
CCCS(=O)(=O)N1CCC(C(=O)NCCN2CCCC2)CC1	-2	2	7	11	-0.1	0	1	13	-6
CC1=C(C(=O)Nc2cccc(C(=O)NCc3ccc(F)cc3)c2)SCCO1	-4	1	3	20	3.4	0	4	2	-15
Nn1c(Cc2cccc3ccccc23)nnc1SCn1nnc2ccccc2c1=O	2	0	7	2	0.3	-3	0	-6	-7
N#C/C(=C\c1cccc(Oc2ccc(C(F)(F)F)cc2[N+](=O)[O-])c1)c1nc2ccccc2[nH]1	4	-4	2	-4	1.1	0	1	2	6
O=C(NC1CCCc2ccccc21)c1cc(Cl)ccn1 (centres undefined)	4	-3	-8	17	-0.8	-7	-2	0	-19
CC(Nc1nc(-c2ccc(F)cc2)cs1)c1nc2cc(C(F)(F)F)ccc2n1CCCO (centres undefined)	10	-6	1	1	-0.7	-7	2	-12	-8
